Bioassay records from PubChem.
TIM10 inh: TIM10 yeast growth inhibition. 330,000 compounds, 1.4% hits. S. cerevisiae TIM10 strain growth, BacTiter-Glo luminescence, 24 h. AID 463195. inhibition, % at 10 µM;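 active = inhibition of 40% or more at the single tested concentration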;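 note: wild-type TIM10 isogenic control strain grown at permissive 25 °C; 0% = DMSO yeast wells and 100% = minimal medium wells without yeast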
tim10-1 inh: tim10-1 yeast growth inhibition. inhibition, % at 20 µM. S. cerevisiae tim10-1 ts strain growth, BacTiter-Glo, 24 h. AID 463190. 330,000 compounds, 2.2% hits;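 active = inhibition of at least 40%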;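 note: mutant grown at 25 °C; 0% = DMSO wells with yeast and 100% = wells holding no yeast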
NLRP3 yeast inh: blocks the NALP3 inflammasome reconstituted in yeast. Yeast reconstituted NLRP3/ASC/caspase-1, beta-gal luminescence, 24 h. 330,000 compounds, 0.39% hits. inhibition, % at 10 µM;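 active = inhibition of 50% or more; inactive = inhibition below 50%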;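 note: plate controls were induced DMSO wells for no effect and uninduced yeast grown without galactose for full effect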
mIAP inh: mouse IAP inhibition. 330,000 compounds, 0.2% hits. inhibition, % at 10 µM. purified mouse IAP, CDP-Star luminescence, 30 min;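 active = inhibition of at least 40% at 10 µM in the primary screen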;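 note: plate controls were DMSO with enzyme for no effect and no enzyme wells for full effect; values of inactives mirror those of a sister screen read the other way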
ATG4B inhibitor: blocks human ATG4B protease cleavage of LC3 substrate | Q9Y4P1 | ATG4B cleavage of LC3-PLA2, NBD-HPC fluorescence, 1 h | inhibition, % at 8.33 µM | 340,000 compounds, 0.51% hits | AID 504462; in the data active = inhibition above about 40%
Target sequence (Q9Y4P1 whole entry, looked up): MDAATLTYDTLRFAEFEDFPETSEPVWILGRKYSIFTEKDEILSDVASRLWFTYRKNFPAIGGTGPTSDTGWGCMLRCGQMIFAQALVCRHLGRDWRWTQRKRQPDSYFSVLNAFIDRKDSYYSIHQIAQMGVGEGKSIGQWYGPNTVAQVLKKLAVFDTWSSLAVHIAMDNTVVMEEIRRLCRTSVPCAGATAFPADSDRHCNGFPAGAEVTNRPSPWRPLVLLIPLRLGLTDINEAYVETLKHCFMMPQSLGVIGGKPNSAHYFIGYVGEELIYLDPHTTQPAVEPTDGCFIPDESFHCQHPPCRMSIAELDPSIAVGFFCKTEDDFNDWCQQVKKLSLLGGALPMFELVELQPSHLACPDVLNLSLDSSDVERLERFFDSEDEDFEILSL
mIAP act: increases mouse intestinal alkaline phosphatase activity; 330,000 compounds, 0.24% hits; AID 2805; activation factor at 10 µM; muIAP, CDP-Star luminescence, 30 min; active compounds read high; 1 = vehicle-only enzyme signal, 0 = enzyme-free wells;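 active = activation factor of at least 2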; note: the source names both 10 and 20 µM as test concentration; values of inactives mirror those of a sister screen read the other way
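Assay system: mouse IAP enzyme; Reagent: CDP-Star chemiluminescent phosphatase substrate; Compound: DMSO-dissolved test compounds; Incubation: 30 min, room temperature; Technique: luminescence from enzymatic CDP-Star hydrolysis; Controls: DMSO-only wells and no-enzyme negative control.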
hIAP inh: human IAP inhibition; purified IAP, CDP-Star luminescence, 30 min; inhibition, % at 10 µM; 330,000 compounds, 0.12% hits;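 active = inhibition reaching a set limit with compound at 10 µM in the primary screen, cut at about 35% in these data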;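 note: plate controls were DMSO wells with enzyme for no effect and no-enzyme buffer wells for full effect; values of inactives mirror those of a sister screen read the other way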
Target sequence (P09923 whole entry, looked up): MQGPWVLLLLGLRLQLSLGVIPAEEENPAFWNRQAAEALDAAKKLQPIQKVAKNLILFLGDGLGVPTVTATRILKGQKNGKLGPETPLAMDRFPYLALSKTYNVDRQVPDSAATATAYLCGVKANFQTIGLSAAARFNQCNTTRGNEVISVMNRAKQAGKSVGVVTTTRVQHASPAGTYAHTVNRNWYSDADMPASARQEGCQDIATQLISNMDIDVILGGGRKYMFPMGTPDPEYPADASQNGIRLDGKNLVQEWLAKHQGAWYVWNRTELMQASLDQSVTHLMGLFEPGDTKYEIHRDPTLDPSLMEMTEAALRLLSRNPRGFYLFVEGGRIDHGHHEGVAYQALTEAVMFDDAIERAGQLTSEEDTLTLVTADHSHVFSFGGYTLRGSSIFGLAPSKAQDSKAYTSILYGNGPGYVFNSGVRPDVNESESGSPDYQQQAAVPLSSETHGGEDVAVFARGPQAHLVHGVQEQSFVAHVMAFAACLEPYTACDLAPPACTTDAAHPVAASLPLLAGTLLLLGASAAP
hIAP act: increases human intestinal alkaline phosphatase activity; P09923; purified human IAP, CDP-Star luminescence, 30 min; active compounds read high; 1 = vehicle-only enzyme, 0 = enzyme-free background; activation factor at 10 µM; 330,000 compounds, 0.16% hits; AID 2524;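 active = activation factor of the enzyme at least 2-fold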; note: the source names both 10 and 20 µM as test concentration; values of inactives mirror those of a sister screen read the other way
Apaf1 inhib: inhibitors of human Apaf-1 apoptosome. reconstituted apoptosome caspase-3 activity, DEVD-Rh110 fluorescence. inhibition, % at 20 µM. 330,000 compounds, 0.71% hits. AID 489030; active = inhibition of at least 40% at 20 µM;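 note: plate controls were DMSO wells for no effect and DEVD-CHO caspase inhibitor wells for full effect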
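detection = Rh110 fluorescence intensity | test system = biochemical Apaf-1 apoptosome reconstitution | also added = cytochrome c and DEVD-Rh110 substrate | schedule = 30 min plus 50 min, RT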
* marks the source's active call; other numbers are inactive results; / = no result given.

SMILES	TIM10 inh	tim10-1 inh	NLRP3 yeast inh	mIAP inh	ATG4B inhibitor	mIAP act	hIAP inh	hIAP act	Apaf1 inhib
CCCOc1ccc(C(NC(=O)CC(C)C)NC(=O)CC(C)C)cc1OC	-17	12	1	-3	-1	1	-13	1.1	3
O=C(C[n+]1cc(Br)cc(Br)c1)c1ccccc1	-3	32	12	-4	13	1	-2	1	11
O=C(Nc1ccnn1C1CCN(Cc2cc(Cl)ccc2O)CC1)C1CC1	-2	-7	3	-13	-3	1.1	-7	1.1	1
Cc1ccc2nc(Cl)c(/C=C/C(=O)c3ccco3)cc2c1	51*	44*	18	19	5	0.81	19	0.81	-1
COc1ccc(C(=O)CC(=O)C(=O)Nc2c(C)cccc2C)cc1	12	27	37	-2	-10	1	4	0.96	13
O=C1N(Cc2cccc(Cl)c2)C[C@@H]2C[C@@H](c3ccsc3)N3CCC[C@@]123	4	17	11	2	3	0.98	4	0.96	14
CN1CCN(CC(=O)Nc2c(C#N)cnn2-c2ccccc2)CC1	1	4	18	-2	-3	1	3	0.97	1
CS(=O)(=O)c1ccc(C(=O)N(Cc2ccccc2)c2ccccc2)cc1	2	1	-22	-2	-14	1	5	0.95	-2
COC(=O)[C@]1(C)CCC[C@@]2(C)C3CC[C@]4(OC(C)=O)C[C@@]3(CCC21)CC4=NO (some centres undefined)	13	13	10	-2	-14	1	-6	1.1	20
COc1ccccc1OCC(=O)Nc1ccc(S(=O)(=O)Nc2cc(C)nc(C)n2)cc1	-2	-12	8	-2	-6	1	-24	1.2	-7
CCOc1ccc2[nH]c(=O)c(CN(CCCN3CCOCC3)Cc3nnnn3Cc3ccc(OC)cc3)cc2c1	22	18	28	-2	-17	1	7	0.93	2
COC(=O)Cn1cc(C(=O)C(F)(F)F)c2ccccc21	-2	3	-5	4	7	0.96	-3	1	-6
CCN(CC)C(=O)Cn1cc(C(=O)C(=O)N2CC=C(c3ccccc3)CC2)c2ccccc21	-1	13	8	-5	-14	1.1	-12	1.1	2
Cc1ccccc1Cn1nc(C)c(NC(=O)c2ccccc2)c1C	4	2	-4	4	7	0.96	0	1	3
CN1CCC(=NNc2ccc(S(=O)(=O)N3CCOCC3)cc2[N+](=O)[O-])CC1	-4	13	26	6	-19	0.94	-4	1	4
CCN(C[C@H]1N[C@@](CC)(C(=O)OC)[C@H]2C(=O)N(Cc3ccccc3)C(=O)[C@@H]12)C(C)=O	6	2	-7	-19	-2	1.2	2	0.98	-7
CNS(=O)(=O)c1cn(CC(=O)N(C)Cc2ccccc2)cc1S(=O)(=O)NC	-10	6	22	3	0	0.97	10	0.9	-4
CC(=O)Nc1ccc(NC(=O)C2CCCN2C(=O)Nc2ccc(F)c([N+](=O)[O-])c2)cc1 (centres undefined)	-1	10	10	2	7	0.98	-1	1	-3
O=C(COC(=O)c1cnc(Cl)c(Cl)c1)c1ccc(F)cc1	11	-45	3	-7	-2	1.1	-5	1.1	-2
COc1ccc(OC)c(N/C=C/C(=O)c2ccc(OC)c(OC)c2)c1	17	11	11	8	-21	0.92	12	0.88	13
CN(Cc1ccccc1)C(=O)c1nn2cccnc2c1Cl	6	18	-2	-5	-5	1	11	0.89	-8
Cc1ccc(CNc2nc3ccc(C)cc3n3cnnc23)cc1	0	15	3	-6	-7	1.1	-4	1	11
Cc1nc2c(cnn2-c2ccc(Cl)cc2)c(=O)n1-c1ccc(N2CCC(C)CC2)cc1	3	-26	10	-6	/	1.1	11	0.89	16
Fc1ccc2c(c1)C(c1ccncc1)=NNC(c1ccc(Cl)cc1)=N2	20	15	-5	7	-1	0.93	-2	1	13
COc1ccc(NC(=O)CCn2c(=S)[nH]c3ccccc3c2=O)cc1	0	-1	12	2	5	0.98	-5	1	86*
O=C(Nc1ccc(Cl)c(C(F)(F)F)c1)[C@@H]1CC=C[C@@H]2CCN(C3CCCCC3)C(=O)[C@@H]21	8	8	7	-15	-13	1.2	3	0.97	4
Cc1cc(C(=O)CSc2n[nH]c(N)n2)c(C)n1-c1ccc(F)cc1	-17	18	2	8	-2	0.92	-67	1.7	0
Cc1ccc(NC(=O)COC(=O)c2cc(Cl)cc(Cl)c2)c(Br)c1	-16	14	2	2	-1	0.98	5	0.95	10
CCn1c(SCC(=O)NCc2ccc3c(c2)OCO3)nnc1-c1ccco1	-8	-2	2	-3	-6	1	3	0.97	6
CCOCc1nnc(NC(=O)C2CCN(C(=O)C3CC(=O)N(c4ccc(C)cc4)C3)CC2)s1 (centres undefined)	-11	7	15	-6	-7	1.1	-2	1	5

Filtered by structure, those above containing a CF3 group.
SMILES	TIM10 inh	tim10-1 inh	NLRP3 yeast inh	mIAP inh	ATG4B inhibitor	mIAP act	hIAP inh	hIAP act	Apaf1 inhib
COC(=O)Cn1cc(C(=O)C(F)(F)F)c2ccccc21	-2	3	-5	4	7	0.96	-3	1	-6
O=C(Nc1ccc(Cl)c(C(F)(F)F)c1)[C@@H]1CC=C[C@@H]2CCN(C3CCCCC3)C(=O)[C@@H]21	8	8	7	-15	-13	1.2	3	0.97	4

Next section
SMILES	TIM10 inh	tim10-1 inh	NLRP3 yeast inh	mIAP inh	ATG4B inhibitor	mIAP act	hIAP inh	hIAP act	Apaf1 inhib
NC(=O)CSc1nc(-c2ccccc2Cl)ns1	4	6	15	6	-7	0.94	8	0.92	-5
CC(C)CCNC(=O)c1ccc(Cl)c(N)c1	3	-8	12	10	/	0.9	-2	1	-4
Cc1ccc(-c2nc(C)sc2CC(=O)OCC(=O)Nc2ccc(F)c(Cl)c2)cc1	38	35	5	-15	4	1.2	3	0.97	-4
Cc1noc(C)c1C(=O)Nc1nc2ccc(F)cc2s1	14	27	65*	-5	4	1.1	-6	1.1	8
O=C1N[C@@H](Cc2cn(S(=O)(=O)c3ccc([N+](=O)[O-])cc3)c3ccccc23)C(=O)N[C@H]1Cc1ccccc1	-2	3	2	-11	4	1.1	-14	1.1	16
O=C(Nc1nc2c(s1)CCCC2)c1ccc(Br)o1	0	-14	25	6	11	0.94	-2	1	-6
N#CCC(=O)Nc1ccc(C(=O)OCC(=O)N(C2CCCCC2)C2CCCCC2)cc1	18	37	8	9	-10	0.91	11	0.89	30
O=C(CCC1CCCC1)Nc1nnc(-c2ccc3c(c2)OCO3)s1	12	6	8	-8	8	1.1	2	0.98	-10
O=C(c1cc[n+]([O-])cc1)N1CCc2c([nH]c3ccccc23)C1c1ccccc1Cl (centres undefined)	16	9	3	3	-8	0.97	-4	1	7
O=C(Nc1cccnc1)c1ccc(NC(=O)c2ccco2)cc1	14	-4	-9	-6	0	1.1	7	0.93	-10
CCC(C)NC(=O)[C@@H]1CCCN1C(=O)C1CCN(S(=O)(=O)c2ccc(C)cc2)CC1 (some centres undefined)	-5	-3	6	-8	10	1.1	-21	1.2	2
c1cncc(Oc2cccc(Oc3cccnc3)c2)c1	-8	-9	20	-7	-1	1.1	-5	1	11
Cc1cnc(C(=O)NCc2ccc(Cl)cc2Cl)cn1	2	6	9	-6	-1	1.1	6	0.94	-1
CCNC(=O)c1cc2ccccc2o1	-12	-11	8	11	2	0.89	11	0.89	4
O=C(CCCn1c(=O)[nH]c2ccsc2c1=O)Nc1ccc(F)cc1	9	8	-5	4	-1	0.96	-1	1	-18
COc1ccccc1-n1cc2ccc([N+](=O)[O-])cc2n1	-4	6	26	13	1	0.87	5	0.95	2
O=C(Cn1cnc2c(cnn2-c2ccccc2)c1=O)N1CCOCC1	5	24	19	-18	-11	1.2	-12	1.1	10
O=C(CN1CCOCC1)N1CCN(c2ccc([N+](=O)[O-])cc2)CC1	15	8	11	-7	6	1.1	2	0.98	3
COc1ccc(NC(=O)COC(=O)C2CCN(S(=O)(=O)c3cccs3)CC2)cc1OC	-6	-1	8	-10	-2	1.1	8	0.92	-2
CCOC(=O)C1=C(N)N2C(=O)C(C)SC2=C(C(=O)OC)C1c1ccccc1OC (centres undefined)	-15	25	16	2	-8	0.98	-11	1.1	10
CCOC(=O)CNC(=O)CSc1nc(NCc2ccccc2)nc(N(C)C)n1	3	24	2	1	-3	0.99	-5	1.1	0
Cn1c(=O)oc2cc(S(=O)(=O)NCCC(=O)N3CC=C(c4ccccc4)CC3)ccc21	9	13	-6	16	-4	0.84	17	0.83	-12
Cc1onc(-c2c(F)cccc2Cl)c1C(=O)NCCCN1CCOCC1	4	4	9	2	16	0.98	0	1	-4
CCOC(=O)C(CCCOc1cccc(OC)c1)C(=O)OCC	6	0	24	7	15	0.93	-5	1.1	7
CN(CC(=O)Nc1ccc(F)cc1)C(=O)c1ccncc1	0	-6	26	-17	3	1.2	-27	1.3	18
NC(=O)CSC1=Nc2ccccc2C2=NC(CCC(=O)NCc3ccc(F)cc3)C(=O)N12 (centres undefined)	-9	12	6	-2	-6	1	-2	1	9
COc1ccc(C2C(C(C)=O)=C(O)C(=O)N2c2nccs2)cc1 (centres undefined)	10	11	-2	5	0	0.95	-2	1	-1
CC(C)c1ccc(NC(=O)CN2C(=O)NC3(CCCCCCC3)C2=O)cc1	3	14	10	-22	-3	1.2	-7	1.1	32
COc1ccc(N2CCN(C(=O)COC(=O)COc3cc(C)cc(C)c3)CC2)cc1	0	18	13	4	-3	0.95	8	0.92	8
COc1ccc(OC)c(N(CC(=O)NCc2ccccn2)S(C)(=O)=O)c1	1	10	-9	0	1	1	-5	1	0
Cc1nn(CCCC(=O)NCCCN2CCN(C)CC2)c(=O)c2c1sc1ccccc12	8	-3	12	-3	-2	1	32	0.68	19
Cc1cnc(C(=O)Nc2ccc(C)c(S(=O)(=O)N(C)C)c2)cn1	2	3	-2	-10	-3	1.1	-8	1.1	-47
Cc1ccc(NC(=O)NN2CCN(C)CC2)cc1C	17	-5	10	-2	13	1	0	1	-5
O=C(CN1CCN(C(=O)c2ccccc2F)CC1)Nc1ccc(Br)cc1	-10	24	-1	-6	-11	1.1	-3	1	10
COc1cc2[nH]c(C(=O)N3CCc4ccccc43)cc2c(OC)c1OC	15	24	10	8	6	0.92	5	0.95	10
COc1ccccc1CNC(=O)C1(NC(=O)Nc2ccc(C)cc2)CCCCC1	9	9	15	-490	-4	5.9*	-183	2.8*	7
Cc1cc(=O)n2c(n1)NC(=NCc1ccccc1)NC2c1ccccc1 (centres undefined)	-13	-15	11	-11	4	1.1	-2	1	7
Cc1ccc(S(=O)(=O)NOCc2ccccc2)cc1	-26	-3	/	0	6	1	/	/	8
C=CCSc1nnc2nc3c(nn12)c1cc(C)ccc1n3CC=C	4	25	23	4	-6	0.96	-6	1.1	11
CCCC[n+]1c2ccccc2cc2ccccc21	74*	71*	42	-8	0	1.1	-9	1.1	26
COc1ccc(CNc2nc3nc(C)c(Cl)c(=O)n3[nH]2)cc1	5	-17	20	4	5	0.96	-10	1.1	-14
CCCn1c(SCC(=O)NCCc2ccccc2)nnc1C(C)C	0	-1	-5	-12	0	1.1	-7	1.1	1
COc1ccc(NS(=O)(=O)c2ccc(C)c(C(=O)NNC(=O)c3ccccc3O)c2)cc1	-5	17	27	29	-12	0.71	-74	1.7	-6
O=C(C[n+]1cccc2ccccc21)c1ccc([N+](=O)[O-])cc1	17	3	-7	15	-4	0.85	15	0.85	7
COc1ccc(OC)c(CN2CCN(C(=O)c3cccc4ccccc34)CC2)c1	18	5	14	8	-2	0.93	0	1	-5
